Assay outcomes from PubChem.
Chronic BCR inh: blocks chronic active B-cell receptor signaling; ABC-DLBCL IkBa-CBG/CBR reporter, luminescence ratio, 4 h; Potency, µM (highest dose often 46.1 µM), inactives show at the highest dose ratio change, negative = lower green/red ratio, actives largely listed as inhibitors; 340,000 tested, 0.05% active; AID 493014; active means well fitted inhibition curve with a large enough effect in the signal ratio, with a control signal flat, not every such curve was filed as active; inconclusive means small, poorly fitted or top-dose-only effect, or effect the other way, or a change in a side signal; the % refers to the signal ratio;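 further: potency means the concentration at half of the fitted maximal effect; plate controls were basal doxycycline-induced cells for no effect and cells given 10 µM MG132 for full effect; MG132 reads +100%, hits lower the ratio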
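Concentration-response series (up to 46 uM) were applied to TMD8 dual-reporter cells for 4 h at 37C with doxycycline. Green/red ratio, after filter-overlap correction, defined %Activity; red signal alone was normalised to basal cells and zero luminescence.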
GALK inh: galactokinase (human) inhibition. AID 1868. Potency, µM (titrated, usually from 57.5 µM), inactives show at the top dose activity change, negative = inhibition, most hits filed as inhibitors. 270,000 tested, 0.007% active. Purified GALK, Kinase-Glo residual ATP luminescence. P51570; further: potency means the concentration at half of the fitted maximal effect
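Galactose (100 uM) and ATP (35 uM) were turned over by 5 nM GALK for 1 h at RT. Kinase-Glo Plus then converted the remaining ATP into a luminescent signal.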
KCNH2 3.1 inh: KCNH2 3.1 (human) potassium channel inhibition; U2OS KCNH2 3.1, thallium flux FluxOr; active compounds read low; activity change, % (tested at about 1.8 µM); 340,000 tested, 0.95% active;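 active means maximum activity change below -70%; inconclusive means maximum activity change from -70% to -50%; inactive means maximum activity change above -50%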;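 further: thallium influx rate constant from kinetic fluorescence after stimulation buffer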
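FluxOr-based Tl+ influx in U2OS cells transduced with KCNH2 3.1 virus; rate constants normalized to DMSO controls.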
uPA generation: inhibitors of cell surface uPA generation; Potency, µM (series often up to 38.3 µM), for inactives: top-dose activity change, negative = inhibition, most hits filed as inhibitors; 330,000 tested, 0.31% active; cell surface uPA generation assay, qHTS; AID 540303; active means well fitted inhibition curve with a large enough effect; inconclusive means small, poorly fitted or top-dose-only effect; inactive means no such curve, though single readings can be large or run the other way; tested in mouse RAW 264.7 cells; further: potency means the concentration at half of the fitted maximal effect; nearly all actives have a fitted effect of over 55% in size
FBPA coupling cs: inhibits coupling enzyme system, counter-screen for aldolase hits; coupling enzyme system counterscreen, AmpLite Red fluorescence; 290,000 tested, 0.67% active; activity change, negative = inhibition, % at 58.2 µM, hits read low; in the data active means activity change below about -30%
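Activity here indicates interference with the coupling reaction, not aldolase inhibition. Compounds at 57.5 uM final met coupling enzymes for 10 min at RT; substrate and AmpLite Red detection followed, with a 525/598 nm fluorescence read after 20 min.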
PKM2 act: PKM2 (human) enzyme activation; P14618; purified PKM2, Kinase-Glo ATP luminescence, activation; response scale: 0% is enzyme alone, no compound; Potency, µM (doses to about 57.5 µM), without a hit: at the top dose activation, hits mostly activators; 260,000 tested, 0.34% active; AID 1631; further: potency means the concentration at half of the fitted maximal effect; nearly all actives have a fitted effect of over 55% in size
Target sequence (P14618 whole entry, looked up): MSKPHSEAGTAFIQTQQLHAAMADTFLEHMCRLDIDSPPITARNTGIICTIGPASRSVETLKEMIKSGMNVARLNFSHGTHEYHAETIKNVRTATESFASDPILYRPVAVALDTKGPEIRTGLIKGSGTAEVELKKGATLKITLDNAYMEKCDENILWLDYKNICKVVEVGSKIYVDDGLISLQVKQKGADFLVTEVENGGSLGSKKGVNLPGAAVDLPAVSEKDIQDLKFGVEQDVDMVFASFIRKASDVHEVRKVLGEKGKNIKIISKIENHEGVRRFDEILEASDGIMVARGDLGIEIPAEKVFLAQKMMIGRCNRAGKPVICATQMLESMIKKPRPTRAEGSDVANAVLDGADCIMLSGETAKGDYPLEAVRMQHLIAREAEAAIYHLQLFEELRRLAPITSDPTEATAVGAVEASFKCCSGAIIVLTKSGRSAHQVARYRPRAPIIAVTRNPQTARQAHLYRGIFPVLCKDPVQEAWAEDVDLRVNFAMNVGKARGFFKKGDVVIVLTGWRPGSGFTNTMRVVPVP
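Purified hPK-M2 (>95%) run at intermediate activity with 0.1 mM ADP and 0.5 mM PEP in 50 mM imidazole pH 7.2, KCl, MgCl2; 1 h room temperature. ATP formed read by Kinase-Glo luminescence; normalized to uninhibited and no-enzyme controls.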
Eya2 inh: Eya2 (human) phosphatase inhibition. O00167. 330,000 tested, 0.006% active. AID 488837. Potency, µM (top dose mostly 76.9 µM), for inactives: at the top dose activity, negative = inhibition, most hits filed as inhibitors. recombinant Eya2, OMFP fluorescence dephosphorylation (OMFP is methylfluorescein phosphate); further: potency means the concentration at half of the fitted maximal effect
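Eya2 (0.2 uM) preincubated 10 min at ambient with compound, then OMFP substrate added at 50 uM; 10 min reaction in 50 mM HEPES pH 7.5, 50 mM NaCl, 5 uM MgCl2, 0.05% BSA, 1 mM DTT. Fluorescence read at Ex 485/Em 525 nm.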
B2AR arrestin: recruits beta-arrestin to the human beta2-adrenergic receptor | 330,000 tested, 0.02% active | beta-arrestin recruitment to beta2AR, cell-based reporter | Potency, µM (doses to about 46.1 µM), for the others: at the top dose activation, usual class: activators;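 further: potency means the concentration at half of the fitted maximal effect; 0% = DMSO controls and full agonism = EC100 isoproterenol or metaproterenol; nearly all actives have a fitted effect of over 65% in size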
Target sequence (P07550 whole entry, looked up): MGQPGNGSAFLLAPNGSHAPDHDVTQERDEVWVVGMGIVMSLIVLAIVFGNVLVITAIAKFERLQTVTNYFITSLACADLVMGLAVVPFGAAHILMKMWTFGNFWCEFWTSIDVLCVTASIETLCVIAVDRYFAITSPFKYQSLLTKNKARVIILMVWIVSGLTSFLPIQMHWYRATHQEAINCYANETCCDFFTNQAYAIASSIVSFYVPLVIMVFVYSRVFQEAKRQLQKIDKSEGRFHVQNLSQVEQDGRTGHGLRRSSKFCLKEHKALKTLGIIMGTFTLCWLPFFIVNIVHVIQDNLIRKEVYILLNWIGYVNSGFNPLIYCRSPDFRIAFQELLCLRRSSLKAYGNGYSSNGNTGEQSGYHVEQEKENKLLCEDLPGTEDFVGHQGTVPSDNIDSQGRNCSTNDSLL
KCNH2 WT inh: KCNH2 (human, wildtype) channel inhibition; activity change, % at 1.84 µM; AID 720551; U2OS, BacMam KCNH2, thallium flux FluxOr; active compounds read low; Q12809; 340,000 tested, 0.37% active;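 active means maximum activity change below -70%; inconclusive means maximum activity change between -70% and -50%; inactive means maximum activity change above -50%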
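U2OS cells transduced with wild-type KCNH2 virus are loaded with FluxOr dye for 45 min, and thallium flux is measured in kinetic reads before and after stimulation buffer. Rate constants are normalized to DMSO controls.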
USP2a block: USP2a (human) protease inhibition; O75604; USP2 core, Ub-CHOP2 coupled fluorogenic reporter, 485/531; Potency, µM (series often up to 38.3 µM), for inactives: top-dose activity change, negative = inhibition, hits mostly inhibitors; 330,000 tested, 0.01% active; AID 463254;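 further: potency means the concentration at half of the fitted maximal effect; plate controls were DMSO wells for no effect and full inhibition by NEM control for full effect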
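USP2 core (10nM final) preincubated 30min RT with compound in 20mM Tris-HCl pH 8.0, 2mM CaCl2, 2mM beta-mercaptoethanol, 0.05% CHAPS; 25nM Ub-CHOP2 plus 25nM reporter substrate added, fluorescence (Ex485/Em531) read after 60min.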
Giardia kill: Giardia lamblia killing; AID 540267; Giardia lamblia trophozoite viability; 340,000 tested, 0.15% active; activity change, % at 7.66 µM, hits read low; in the data active means activity change below about -80%; inconclusive means between about -30% and that limit;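 further: parasites exposed to compound for two days anaerobically before the ATP read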
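Compounds were tested on trophozoites seeded at 100 cells/well and held 48 hrs at 37 deg C anaerobically. An ATP-based luminescent kit measured the remaining live cells.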
The depositor's hits bear a star; u = inconclusive; x = no result given; [ ] = dose if it differs, or a comment. Unless noted, the call rests on the fitted dose curve; in most records, active means well fitted curve in the direction sought with a large enough effect; inconclusive means small, poorly fitted or top-dose-only effect, or another doubt; inactive means no such curve, though single readings can be large; an effect the other way counts as inactive or inconclusive. Unless noted, on the % scale 0 is the no-effect control and ±100 the full control effect.

SMILES	Chronic BCR inh	GALK inh	KCNH2 3.1 inh	uPA generation	FBPA coupling cs	PKM2 act	Eya2 inh	B2AR arrestin	KCNH2 WT inh	USP2a block	Giardia kill
CCOC(=O)N1CCN(C(c2cccc(OC)c2)c2sc3nc(C)nn3c2O)CC1 (stereo unspecified)	-3%	2%	-9	0%	0	-4%	-7%	0.0%	-2	4%	-4
Cc1cc(C)n(-c2ccc3nnc(C)n3n2)n1	13%	0%	7	0%	-2	3%	-3%	-0.3%	2	-1%	-16
Cc1ccccc1NC(=O)Cn1c(CCC(=O)O)ccc1-c1cccs1	-2%	9%	2	-3%	1	5%	-3%	0.1%	-1	2%	-13
CCOc1ccc(OCC)c(NC(=O)CCCN2C(=O)c3cccnc3C2=O)c1	-3%	4%	8	8%	-2	0%	15%	4.7%	12	-2%	0
CS(=O)(=O)N(Cc1ccccc1)c1ccc(C(=O)NCCSCc2ccco2)cc1	9%	0%	3	-9%	2	13%	-2%	0.2%	-5	-3%	-27
CCCn1c(SC2C(=O)CC(C)(C)CC2=O)nc2c1c(=O)n(C)c(=O)n2C	7%	0%	11	-1%	0	-2%	7%	0.0%	-10	1%	11
Cc1c(N/C=C/C(=O)c2ccc(Cl)cc2)c(=O)n(-c2ccccc2)n1C	u	0%	-5	-6%	0	2%	-22%	0.3%	-10	2%	9
CC(C)OP(=O)(OC(C)C)C1(O)C(=O)Nc2ccccc21 (stereo unspecified)	-4%	0%	1	-1%	1	-7%	-2%	-0.2%	1	3%	7
NC(=O)CC(NC(=O)Cc1ccc(Cl)cc1)c1ccc(N2CCN(c3ccccn3)CC2)c([N+](=O)[O-])c1 (stereo unspecified)	-2%	x	-12	-2%	2	1%	-4%	0.4%	3	-1%	-10
N#Cc1ncc(C(F)(F)F)cc1Oc1cccnc1	-12%	-2%	8	2%	3	-5%	2%	-0.1%	-6	-1%	-6
Cc1ccc(-n2c(-c3ccc(Cl)cc3)n[nH]c2=S)c(C)c1	u	-6%	5	-12%	1	5%	-21%	2.6%	-12	-1%	24
O=C(CN1c2cccc3cccc(c23)S1(=O)=O)Nc1ccccc1	u	-2%	14	-1%	-8	3%	-4%	-0.4%	-7	-10%	-13
Cc1nc(N2CCN(C(=O)c3ccco3)CC2)[nH]c(=O)c1C	2%	6%	3	5%	1	-9%	u	-0.4%	2	1%	10
COc1ccc(NC(=O)c2sc3nc(N4CCOCC4)c4c(c3c2N)CC(C)(C)OC4)cc1	u	0%	2	4%	0	-1%	12%	0.4%	-10	-1%	-7
CC(=O)OC[C@H]1O[C@H](C/C=N/O[C@@H](C)c2cn([C@H](CO)Cc3ccccc3)nn2)C=C[C@@H]1OC(C)=O	0%	x	x	x	6	-3%	10%	0.4%	x	3%	x
CN1CCN(c2ccc(NC(=O)c3ccc4c(c3)[nH]c(=O)n4Cc3ccc(F)cc3)cc2)CC1	-1%	x	21	-7%	4	-4%	-9%	1.8%	0	1%	-14
CCN(c1ccccc1)S(=O)(=O)c1ccc(OC)c(NC(=O)c2ccccc2OC)c1	4%	x	4	3%	x	x	19%	-0.3%	7	-1%	3
CN(C)CCCNC(=S)Nc1ccc(Oc2ccccc2)cc1	1%	-1%	5	x	3	1%	-3%	-0.4%	-2	0%	-4
CCc1nn(CC(=O)N2CCN(CC)CC2)c(=O)c2cccn12	9%	x	-7	7%	1	4%	1%	-0.5%	9	3%	-17
COc1ccc(OC)c(C(=O)CCCC(=O)c2cc(OC)ccc2OC)c1	-7%	4%	-5	-22%	-4	x	-8%	-0.5%	x	-6%	-2
COc1cccc(N2CCN(CC(=O)NCc3cccs3)CC2)c1	0%	0%	7	10%	-3	-1%	-35%	-0.2%	-2	2%	-10
COc1nc(NCCO)nc(Nc2ccccc2F)n1	-17%	6%	-4	-1%	-1	-1%	1%	0.3%	-7	0%	-7
CCN(CC)S(=O)(=O)c1ccc(Cl)c(C(=O)Nc2cccnc2)c1	-4%	-4%	2	1%	2	1%[11.5 µM]	3%	0.1%	9	5%	4
Cc1ccc(S(=O)(=O)N2CCN(c3ccnc4cc(Cl)ccc34)CC2)cc1	0%	-2%	-102*	-14%	0	14%	-15%	0.4%	-36	0%	-6
CCOc1ccc2c(c1)nc(NCCCO)n2Cc1ccccc1	8%	7%	2	4%	-1	-3%	3%	-0.1%	14	0%	4
O=C1N[C@H]2CC=C[C@H]2N(Cc2cccs2)c2ccccc21	-2%	x	-5	-19%	x	x	0%	0.1%	3	1%	-2
Nc1ccc(-c2nc3ccc([N+](=O)[O-])cc3[nH]2)cc1	11%	-1%	2	-3%	0	-7%	-6%	-1.6%	-4	0%	7
CC(C)Cc1ccc(C(C)C(=O)Nc2cccnc2)cc1 (stereo unspecified)	0%	-11%	-12	-4%	-2	1%	4%	-0.8%	1	3%	-2
CCOC(=O)c1c(CC(C)C)csc1NC(=O)C(C)C	u	-4%	0	3%	2	-3%	-10%	0.4%	-4	8%	9
O=C(CN1CCN(C(=O)c2cccc(-n3cnnn3)c2)CC1)Nc1ccccc1Cl	-1%	x	-73*	-2%	x	x	-23%	-0.1%	-38	5%	13
Cc1ccc2nc(-c3cccc(Br)c3)cc(C(=O)NCC3CCCO3)c2c1 (stereo unspecified)	u	5%	2	0%	3	-1%	4%	4.0%	17	0%	3
O=C(Oc1ccc(-c2nnco2)cc1)c1ccc(F)c(S(=O)(=O)N2CCOCC2)c1	-5%	x	-5	-2%	x	x	19%	0.3%	0	2%	18
O=C(Nc1nnc(-c2cccs2)s1)c1cccc(F)c1	u	2%	-5	-6%	3	-8%	22%	0.0%	-25	1%	-20
Cn1c(=O)cc(N2CCN(C(=O)c3ccco3)CC2)[nH]c1=O	2%	2%	-7	0%	-18	u	-7%	-0.3%	-12	-3%	-23
Cc1ccc(-c2nnc(NCc3ccccc3)c3ccccc23)cc1	u	1%	-5	3%	-2	2%	4%	-0.2%	5	3%	0
CCOc1ccc(CCNC(=O)Cc2nn[nH]n2)cc1OCC	15%	-2%	-1	1%	0	-2%	7%	-0.2%	-1	0%	-15
O=C1/C(=N\O)Cc2ccccc21	-1%	0%	1	6%	7	-3%	5%	3.2%	6	0%	-9
CC1CCCC(C)N1C(=O)COC(=O)c1cc(F)c(F)cc1Cl (stereo unspecified)	1%	x	-10	11%	x	x	u	-0.2%	2	4%	-18
Cc1c(/C=N/Nc2ccc(F)cc2)c(O)n(C)c(=O)c1C#N	14%	-6%	12	11%	-23	5%	-3%	-0.9%	x	3%	-3
CC(C)(C)c1ccc2c(c1)OC(C(=O)N/N=C\c1ccncc1)CO2 (stereo unspecified)	2%	10%	-33	2%	1	-2%	-1%	-0.3%	10	3%	10
COCCn1c(C)cc(C(=O)CSc2nnc(C3CC3)n2C2CC2)c1C	2%	x	8	0%	x	x	-1%	-0.1%	14	2%	-9
COC(=O)c1c(C)oc2cc(Br)c(OCC(=O)C(C)(C)C)cc12	u	-2%	-22	0%	-1	-1%	-18%	-0.6%	u	4%	5
O=C(NCc1ccccc1)C1=C[C@@H](c2coc3ccccc3c2=O)C[C@@H](OCc2ccc(CO)cc2)O1	14%	1%	-1	1%	2	2%	-11%	0.1%	8	2%	5
Cn1c2c(c3ccccc31)CCSC2=O	u	0%	4	x	0	3%	10%	0.2%	-5	-1%	-4
Cc1ccc(NC(=O)CSc2nnc(C)c(=O)n2N)c(C)c1	2%	-1%	-7	3%	0	8%	7%	-0.8%	-2	2%	-7
O=C(CN1C(=O)c2ccccc2C1=O)N1CCCCC1	1%	5%	2	-1%	4	-7%	-7%	-0.6%	3	2%	3
Cc1ccc(S(=O)(=O)N(C)CC(=O)Nc2ccccc2N2CCCC2)cc1	0%	x	0	-17%	x	x	-1%	-0.1%	1	-3%	11
CCOC(=O)C1=CN(CC)S(=O)(=O)NC1CCc1ccccc1 (stereo unspecified)	u	x	-4	-6%	x	x	-3%	-0.4%	-3	-7%	41[activator]
CN(C(=O)c1ccc(NC(=O)Cc2cccc(NC(=O)C3CCN(C(=O)C4CC4)CC3)c2)cc1)C1CCCC1	u	x	x	12%	x	x	-29%	0.4%	x	2%	18
Cc1ccc(/C=N/N(C)C2=NS(=O)(=O)c3ccccc32)o1	4%	-2%	x	x	-2	u	-2%	-0.3%	x	0%	x
COc1c(OC(C)=O)ccc(/C=C/c2ccc3ccccc3n2)c1[N+](=O)[O-]	u	0%	-77*	-23%	1	2%	-8%	-0.4%	-3	-2%	4

Random excerpt: 2 compounds from above.
SMILES	Chronic BCR inh	GALK inh	KCNH2 3.1 inh	uPA generation	FBPA coupling cs	PKM2 act	Eya2 inh	B2AR arrestin	KCNH2 WT inh	USP2a block	Giardia kill
O=C(CN1C(=O)c2ccccc2C1=O)N1CCCCC1	1%	5%	2	-1%	4	-7%	-7%	-0.6%	3	2%	3
Cn1c2c(c3ccccc31)CCSC2=O	u	0%	4	x	0	3%	10%	0.2%	-5	-1%	-4

An unsorted share of the library; about 2.4% have a hit in one of these screens.
